Assay outcomes from PubChem.
Nrf2 inh: Nrf2 qHTS screen for inhibitors. Potency, µM (doses to about 46 µM), for inactives: top-dose activity change, negative = inhibition, actives largely listed as inhibitors. 360,000 compounds, 2.1% hits. A549 ARE-Fluc reporter, luciferase luminescence, 18-24 h; also: potency is read from the fitted curve at half-maximal effect; % is scaled to controls: 0 for no effect and ±100 for the full control effect; nearly all actives have a fitted effect of over 60% in size
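A549 ARE_Fluc cells (5000/well, 5% FBS OPTI-MEM) pre-incubated 2 h, then treated with compounds 18-24 h at 37C/5% CO2 in concentration-response. CellTiter-Fluor viability read first; BugLite luciferase luminescence after 15 min at room temperature gives Nrf2 activity.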
HepG2 viability: qHTS for Inhibitors of TGF-b: Cytotox Counterscreen | Potency, µM (top dose mostly 46.1 µM), for inactives: top-dose activity change, negative = cytotoxicity, hits mostly cytotoxic | HepG2 CAGA-GFP viability, ATP luminescence, 18 h | 410,000 compounds, 0.76% hits; also: potency is read from the fitted curve at half-maximal effect; some results filed as inactive show a strong effect at the top dose
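HepG2 CAGA-GFP cells (1000/well, DMEM with 1% FBS) received compound, then TGF-beta at 500 pg/mL final, and were incubated 18 hours at 37 degrees C. Viability was read by CellTiter-Glo luminescence. Media-only wells were set as complete cell-killing and DMSO as no toxicity.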
Abeta rescue: qHTS for compounds that reverse cellular toxicity of Amyloid beta (A-beta) peptide in yeast: Primary Screen; Potency, µM (series often up to 46.1 µM), for inactives: top-dose growth rescue, most hits filed as activators; yeast expressing A-beta42, growth rescue, OD600, 48 h; response scale: 0% DMSO, 100% iron-clioquinol control; AID 1347071, 2019; 410,000 compounds, 0.063% hits; also: potency is read from the fitted curve at half-maximal effect; nearly all actives have a fitted effect of over 55% in size
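Yeast growth medium received pinned compounds, then yeast cells expressing toxic A-beta were added; plates incubated at 30 C for 48 hr. Growth read as absorbance at 600 nm, normalized to DMSO and equimolar FeCl3 plus clioquinol controls.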
Nrf2 ARE act: qHTS of Nrf2 Activators | AREc32 ARE-luciferase reporter (MCF7-derived line), luminescence, 24 h | Potency, µM (top dose mostly 46.1 µM), inactives show top-dose activation, usual class: activators | AID 624171, 2012 | 410,000 compounds, 0.31% hits; also: potency is read from the fitted curve at half-maximal effect; % of control where 0% means no effect; nearly all actives have a fitted effect of over 65% in size
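ARE-driven firefly luciferase activity in AREc32 cells measured after a 24 hr compound exposure at 37 deg C, using Steady-Glo reagent and a 30 min room-temperature hold.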
CCT modulator: High-Throughput Screening for Modulators of Cytosolic Chaperonin Activity; purified chaperonin ATPase assay, HTRF ADP detection, 30 min; activity change, % (test concentration not listed), hits read low; 360,000 compounds, 0.3% hits; in the data active = activity change below about -30%; also: % is scaled to controls: 0 for no effect and ±100 for the full control effect
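TRiC at 40 or 20 nM final (batch-dependent) in 30 mM Tris pH 7.4, 100 mM KCl, 5 mM MgCl2, 1 mM DTT, with compound at single 76 uM and 10 uM ATP, 30 min at 37 deg C. ADP detected by HTRF Transcreener, 665/615 ratio.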
TGFb inhibitor: qHTS for Inhibitors of TGF-b; HepG2 CAGA-GFP TGF-b/SMAD3 reporter, GFP fluorescence, 18 h; TGF-beta stimulated, 500 pg/mL final; Potency, µM (titrated, usually from 46.1 µM), inactives show at the top dose activity, negative = inhibition, actives largely listed as inhibitors; AID 588855, 2011; 410,000 compounds, 1.2% hits; also: potency is read from the fitted curve at half-maximal effect; % is scaled to controls: 0 for no effect and ±100 for the full control effect; nearly all actives have a fitted effect of over 65% in size
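Inhibition of TGF-beta-driven CAGA-GFP reporter expression in HEPG2 cells is measured by cellular GFP fluorescence after 18 h stimulation with 500 pg/mL recombinant TGF-beta in 1% FBS medium at 37 degrees C.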
A549 viability: Nrf2 qHTS screen for inhibitors: counterscreen for cytotoxicity; A549 ARE-Fluc cells, CellTiter-Fluor viability, 18-24 h; Potency, µM (top dose mostly 46 µM), without a hit: at the top dose activity change, negative = cytotoxicity, actives largely listed as inhibitors; 390,000 compounds, 0.16% hits; AID 504648, 2011; also: potency is read from the fitted curve at half-maximal effect; % is scaled to controls: 0 for no effect and ±100 for the full control effect
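A549 ARE-Fluc cells in 5% FBS OPTI-MEM, 5000 cells/well, rested 2 h then exposed to compounds in concentration-response for 18-24 h at 37 °C. Viability by CellTiter-Fluor fluorescence (Ex 405/Em 525) after 30 min; luciferase luminescence (BugLite, 15 min, RT) read afterwards.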
pAkt inh: HTS Assay for Inhibitors of Akt Phophorylation: Primary Screen; 360,000 compounds, 0.32% hits; Neuro2A IGF-stimulated pAkt S473 HTRF, 20 min; hits give low values; AID 651550, 2012; activity change, % for hits at 50 µM; in the data active = activity change below about -80%; inconclusive = mostly about -51% to -80%; also: % is scaled to controls: 0 for no effect and ±100 for the full control effect
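Neuro2A cells (4,500/well, DMEM with 0.5% FBS) were treated with compound at a single 50 µM final concentration, stimulated with 6 nM IGF for 20 min at 37 °C, and lysed. Phospho-Akt Ser473 was read by HTRF as 665/615 ratio ×10^4.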
MmCpn inh: Inhibitors of TCP-1 ring complex (TRiC) of Methanococcus maripaludis (MmCpn): qHTS. purified Mm-Cpn ATPase, ADP Transcreener TR-FRET. Potency, µM (series often up to 76.9 µM), for the others: top-dose activity, negative = inhibition, most hits filed as inhibitors. 330,000 compounds, 0.031% hits. AID 504842, 2011; also: potency is read from the fitted curve at half-maximal effect; % is scaled to controls: 0 for no effect and ±100 for the full control effect; nearly all actives have a fitted effect of over 80% in size
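Inhibition of chaperonin ATP hydrolysis is measured as reduced ADP production, detected by competitive TR-FRET in which signal falls with ADP. Final enzyme 25 nM and ATP 10 uM, reacted 30 min at 37°C.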
Starred values were filed as active, the others as inactive; i = inactive; ? = inconclusive; / = not tested or not shown; [ ] = dose if it differs, or a comment. Unless noted, calls follow the shape of the dose curve; as a rule, active = well fitted curve in the direction sought with a large enough effect; inconclusive = small, poorly fitted or top-dose-only effect, or another doubt; inactive = no such curve, though single readings can be large; an effect the other way counts as inactive or inconclusive.

SMILES	Nrf2 inh	HepG2 viability	Abeta rescue	Nrf2 ARE act	CCT modulator	TGFb inhibitor	A549 viability	pAkt inh	MmCpn inh
Nn1c(Cc2cccc3ccccc23)nnc1SC1CCOC1=O (centres undefined)	2%	-4%	20%	0.3%	-0.4	?	-17%	i	4%
COC(=O)c1sc(S(=O)(=O)N2CCC(C(=O)O)CC2)c(C(=O)OC)c1C	-7%	3%	-13%	0.2%	-0.7	-1%	-1%	i	2%
O=C(NCCc1ccc(F)cc1)c1cc(=O)c2ccccc2o1	?	-16%	-1%	?	0.5	?	-11%	i	1%
CCOc1ccc(-c2nonc2NC(=O)c2oc3ccc(F)cc3c2C)cc1	7%	-16%	-9%	0.7%	/	?	4%	/	/
CC(C)Nc1nc(Cl)nc(NC2CCCCC2)n1	5%	-42%	1%	4.3%	-2.2	-28%	2%	i	1%
CC1(C)CC(C(=O)NCCC(c2ccccc2)c2ccco2)CCO1 (centres undefined)	-18%	-13%	-8%	-0.4%	0.0	4%	1%	i	-14%
CNc1cnn(-c2ccc(C)cc2)c(=O)c1Sc1ccc(C)cc1	-17%	1%	-4%	-0.6%	2.1	-6%	-8%	i	-14%
COC(=O)c1[nH]c2ccc(C)cc2c1NC(=O)CN1CCN(C(=O)c2ccccc2)CC1	-20%	-30%	15%	-0.3%	-1.3	-22%	-4%	i	0%
C/C(=N\NC(=O)c1cc(C)nc2ccccc12)c1ccncc1	13%	-5%	1%	0.0%	-2.1	0%	-10%	i	5%
COc1ccc(CNC(=O)CN2C(=O)C(C)N(c3ccc(C)cc3)C2=O)cc1 (centres undefined)	-9%	1%	-4%	-0.3%	1.2	-5%	1%	i	1%
O=C(CN(Cc1ccccc1)S(=O)(=O)c1ccc(F)cc1)NCc1ccncc1	-29%	-23%	17%	-0.4%	-0.8	-9%	2%	i	-1%
COc1ccc(OC)c(-c2c(=O)n(OCc3ccccc3Br)c3ccccc3[n+]2[O-])c1	-19%	-6%	19%	2.0%	-2.0	16%	-15%	i	0%
CCOc1ccc(NC(=O)Cc2ccc(NC3=NC4CS(=O)(=O)CC4S3)cc2)cc1 (centres undefined)	-12%	-3%	4%	0.4%	-0.9	4%	-12%	i	1%
COc1ccc(CCNC(=O)C2CC(=O)N(c3ccc(Br)cc3)C2)cc1OC (centres undefined)	-26%	-4%	-16%	-0.6%	0.5	-9%	5%	i	0%
CC(O)(c1ccccc1)c1nc(-c2cccc(C(F)(F)F)c2)cs1 (centres undefined)	/	-60%	-13%	-0.8%	-2.1	?	/	i	/
COc1nc(OC)nc(N2CCC(NC(=O)C(Cc3cccc(OC)c3OC)NC(C)=O)CC2)n1 (centres undefined)	-7%	-24%	5%	0.2%	0.5	10%	5%	i	1%
CCOC(=O)c1ccccc1NC(=O)N1CCOc2ccc(Cl)cc21	-5%	-25%	-6%	4.8%	/	-18%	4%	/	/
O=C1Cc2ccccc2Sc2ccccc21	/	-5%	10%	-0.2%	0.4	18%	10%	i	-9%
O=C(NCCNC(=O)c1ccc(Cl)cc1Cl)c1ccc(Cl)cc1Cl	/	2%	-10%	0.0%	1.8	-3%	/	i	/
CC(C)c1nc2oc3c(N4CCN(C)CC4)ncnc3c2c2c1CCC2	?	-27%	-14%	0.3%	-0.2	0%	-1%	i	-8%
c1ccc(-c2noc(-c3ccccc3-c3ccccc3)n2)cc1	-16%	-28%	7%	-0.2%	-7.3	2%	12%	i	0%
CCn1c(NC2CCCCC2)nc2ccccc21	18%	1%	3%	0.4%	-1.5	0%	11%	i	-1%
COc1ccccc1N1CCN(C(=O)c2ccc(-c3ccc(Cl)cc3)o2)CC1	?	-46%	-23%	0.2%	-0.2	8.9µM*	-8%	i	-11%
CN(c1ccccc1)S(=O)(=O)c1ccc(NC(=O)COc2ccccc2)cc1	-22%	-23%	7%	-0.2%	0.0	-6%	4%	i	0%
COc1cccc(-n2nnc3c(=O)n(Cc4cccc(F)c4)cnc32)c1	11%	-3%	-16%	0.5%	1.6	-24%	13%	i	1%
CC(=O)c1sc(NC(=O)c2ccc(Br)o2)nc1C	?	-5%	-20%	?	-0.3	-2%	-4%	i	1%
Cc1ccc(C)c(C(C)NC(=O)c2ccccc2Br)c1 (centres undefined)	-20%	-39%	-9%	0.0%	-0.6	22%	1%	i	2%
CCc1ccc(NC(=O)CSc2nnc(-c3cc4occc4n3C)n2-c2ccccc2C)cc1	-9%	-5%	-3%	4.8%	/	-4%	-21%	/	/
Cc1ccccc1NC(=S)N1CCN(c2ccccc2)CC1	-23%	-4%	8%	-0.5%	-1.8	5%	4%	i	-2%
COc1ccccc1OCCC(=O)OCCN1C(=O)c2ccccc2C1=O	7%	3%	-6%	0.3%	-0.1	-1%	-6%	i	0%
C=C(C)C(=O)Nc1cccc(C2=NOC3(C2)C[C@@H](C(N)=O)N(C(=O)C2(C)CC2)C3)c1 (some centres undefined)	11%	0%	3%	0.0%	-0.2	-1%	0%	i	-2%
COC(=O)c1ccc2nc(NC(=O)C3CCCCC3)sc2c1	?	0%	?	2.4%	2.3	3%	1%	i	-9%
Cc1cc(Br)ccc1OCC(=O)NNC(=O)c1cnccn1	?	-15%	19%	0.3%	-0.6	?	5%	i	-1%
COc1cc(/C=N/Nc2cc(C)nc(N)n2)ccc1O	5%	-2%	-4%	4.4%	1.1	-5%	-9%	i	1%
C/C(=N\NC(=O)C(O)(c1ccccc1)c1ccccc1)c1ccc(C)o1	0%	-11%	-1%	-0.7%	-0.2	3%	-20%	i	0%
Cc1ccc(S(=O)(=O)N2CCN(C(=O)C3CCN(C(=O)c4ccccc4C)CC3)CC2)cc1C	?	-28%	-1%	0.3%	0.6	?	-3%	i	-4%
O=C(c1ccc2c(c1)OCO2)N1CCN(c2ccc(Cl)cc2)CC1	?	-45%	12%	0.2%	0.4	-6%	-4%	i	1%
O=C(Nc1cccc(F)c1)[C@@H](c1ccccc1)N1Cc2ccccc2C1=O	-4%	1%	12%	0.0%	/	-22%	-8%	/	/
O=C(CSc1nc(-c2ccc(F)cc2)cs1)N1CCN(C(=O)c2ccco2)CC1	-29%	-21%	8%	0.3%	-1.1	0%	4%	i	2%
CCCCNC(=O)C1(O)c2ccccc2NC(=O)N1c1ccc(Cl)cc1 (centres undefined)	3%	11%	0%	-0.2%	-2.9	0%	-10%	i	1%
O=C(O)c1ccc(COc2ccc([N+](=O)[O-])cc2)o1	27%	8%	5%	-0.2%	1.9	0%	6%	i	-1%
CN1C/C(=C/c2ccsc2)C(=O)/C(=C/c2ccsc2)C1	-1%	-26%	-12%	?	0.9	?	-9%	i	-1%
CC(Sc1nnc(CNC(=O)c2ccccc2F)n1C)C(=O)Nc1nccs1 (centres undefined)	0%	-7%	-4%	-0.1%	-2.1	35%[activator]	1%	i	2%
COc1cc(CNc2ccc3[nH]c(=O)[nH]c3c2)cc(Cl)c1OCC(=O)NC(C)(C)C	-2%	-11%	-8%	3.4%	-2.9	5%	4%	i	-1%
COc1cccc(NC(=O)CCCNC(=O)Cn2cnc3sc(C)c(C)c3c2=O)c1	2%	3%	-14%	1.6%	-3.9	0%	10%	i	-1%
Nn1cnnc1N/N=C/c1cccc(Cl)c1Cl	-3%	/	-11%	-2.6%	2.3	?	1%	i	1%
CCOc1ccc2c(c1)[N+](C)(C)C(C)(C)C=C2C	-3%	-9%	-13%	2.3%	-0.5	-3%	5%	i	0%
CCCN1CC(=O)N2C(c3ccccc3)c3[nH]c4ccccc4c3C[C@H]2C1=O (some centres undefined)	19%	-10%	-18%	3.1%	3.7	-16%	5%	i	-4%
CCOCCCNC(=O)CN1C(=O)NC(Cc2c[nH]c3ccccc23)C1=O (centres undefined)	8%	13%	2%	-0.6%	0.2	0%	-10%	i	0%
Cc1ccc(C(=O)NCC(=O)OCc2cc(=O)n3c(C)csc3n2)cc1	?	-1%	-15%	4.2%	/	?	-4%	/	/
CCCCCC(=O)Nc1ccc(S(=O)(=O)Nc2nccnc2OC)cc1	0%	-22%	2%	0.1%	-3.5	?	-18%	i	0%

Five compounds picked at random from the list so far, as already listed:
SMILES	Nrf2 inh	HepG2 viability	Abeta rescue	Nrf2 ARE act	CCT modulator	TGFb inhibitor	A549 viability	pAkt inh	MmCpn inh
COc1cc(CNc2ccc3[nH]c(=O)[nH]c3c2)cc(Cl)c1OCC(=O)NC(C)(C)C	-2%	-11%	-8%	3.4%	-2.9	5%	4%	i	-1%
Cc1ccc(C(=O)NCC(=O)OCc2cc(=O)n3c(C)csc3n2)cc1	?	-1%	-15%	4.2%	/	?	-4%	/	/
CCOCCCNC(=O)CN1C(=O)NC(Cc2c[nH]c3ccccc23)C1=O (centres undefined)	8%	13%	2%	-0.6%	0.2	0%	-10%	i	0%
CCCN1CC(=O)N2C(c3ccccc3)c3[nH]c4ccccc4c3C[C@H]2C1=O (some centres undefined)	19%	-10%	-18%	3.1%	3.7	-16%	5%	i	-4%
CCOc1ccc2c(c1)[N+](C)(C)C(C)(C)C=C2C	-3%	-9%	-13%	2.3%	-0.5	-3%	5%	i	0%
